# Screening data deposited in PubChem by several laboratories.
# Furin inh: inhibitors of human furin | actives 0.061% (n = 220,000) | P09958 | inhibition, % at 30 µM | purified furin, fluorogenic substrate cleavage; in the data active = inhibition above about 25%; note: inactives centre near -15
# Thrombin inh: blocks human thrombin protease activity; actives 0.26% (n = 220,000); inhibition, % at 5 µM; alpha-thrombin, Boc-VPR-AMC fluorogenic substrate cleavage; AID 1046; P00734;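 active = inhibition at or above 40%; inactive = inhibition below 40%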;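 note: 0% = enzyme with no compound and 100% = wells without enzyme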
#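 Material: human alpha-thrombin protein; Also added: Boc-VPR-AMC substrate, 15 µM final; Timing: enzyme reaction carried out at room temperature; Signal: fluorescence, ex 355 nm, em 460 nm; Measure: % inhibition of thrombin; Controls: enzyme without compound as high, wells lacking enzyme as low.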
# p97 ATPase inh: inhibitors of human p97 ATPase | recombinant p97 ATPase, Kinase-Glo ATP luminescence, 3 h | actives 0.42% (n = 220,000) | AID 1481 | P55072 | inhibition, % at 8 µM; in the data active = inhibition above about 15%;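 note: 0% = DMSO vehicle and 100% = wells lacking enzyme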
# Cl transport mod: modulates chloride dependent transport by human KCC2; Q9H2X9; KCC2 cells, thallium flux FluoZin-2 fluorescence; B-score of Tl+ flux slope (higher = more flux/activation; lower = inhibition) at 10 µM; actives 2.2% (n = 190,000); AID 1456;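 active = thallium flux slope and its plate-corrected score both differing from the plate sample mean at a set confidence after two filtering rounds, in either direction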;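 note: slope of fluorescence scaled to starting intensity during 10 to 20 s after thallium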
# Target sequence (Q9H2X9 whole entry, looked up): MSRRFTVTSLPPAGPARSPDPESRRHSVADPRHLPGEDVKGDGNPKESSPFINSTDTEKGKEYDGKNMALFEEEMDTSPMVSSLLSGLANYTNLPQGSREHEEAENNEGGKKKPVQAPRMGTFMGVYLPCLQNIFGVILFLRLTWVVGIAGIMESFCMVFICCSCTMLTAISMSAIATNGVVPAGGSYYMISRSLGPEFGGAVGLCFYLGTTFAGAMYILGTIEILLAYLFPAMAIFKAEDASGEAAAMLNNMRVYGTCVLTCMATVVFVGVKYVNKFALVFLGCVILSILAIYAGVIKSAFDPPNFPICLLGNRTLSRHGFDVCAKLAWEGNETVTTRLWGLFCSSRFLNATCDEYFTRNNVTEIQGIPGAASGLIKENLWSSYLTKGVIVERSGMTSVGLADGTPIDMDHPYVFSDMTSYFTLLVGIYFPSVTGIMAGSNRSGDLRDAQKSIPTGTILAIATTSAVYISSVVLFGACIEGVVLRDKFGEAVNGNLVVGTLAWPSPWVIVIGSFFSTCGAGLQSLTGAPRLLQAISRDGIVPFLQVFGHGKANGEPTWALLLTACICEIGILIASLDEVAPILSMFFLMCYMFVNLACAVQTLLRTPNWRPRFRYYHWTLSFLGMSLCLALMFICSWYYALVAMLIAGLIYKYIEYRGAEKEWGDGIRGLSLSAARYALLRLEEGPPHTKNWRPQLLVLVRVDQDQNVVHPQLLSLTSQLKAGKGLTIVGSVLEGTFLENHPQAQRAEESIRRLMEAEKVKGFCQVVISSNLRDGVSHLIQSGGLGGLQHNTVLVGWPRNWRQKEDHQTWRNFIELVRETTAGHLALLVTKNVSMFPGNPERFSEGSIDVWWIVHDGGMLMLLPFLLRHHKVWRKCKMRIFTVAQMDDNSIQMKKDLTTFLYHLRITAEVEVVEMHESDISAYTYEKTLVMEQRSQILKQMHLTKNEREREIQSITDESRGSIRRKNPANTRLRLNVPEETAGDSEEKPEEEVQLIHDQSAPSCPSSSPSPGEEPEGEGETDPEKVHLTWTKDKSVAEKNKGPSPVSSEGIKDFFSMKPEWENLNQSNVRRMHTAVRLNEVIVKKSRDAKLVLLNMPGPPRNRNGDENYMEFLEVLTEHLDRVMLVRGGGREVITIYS
# KLK5 inh: inhibitors of human kallikrein 5; Q9Y337; recombinant hK5, fluorogenic AMC substrate cleavage; inhibition, % at 5 µM; actives 0.59% (n = 210,000); AID 873;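 active = inhibition of 40% or more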;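 note: 0% = enzyme controls without compound and 100% = no-enzyme blanks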
# FXIIa inh 1536: factor XIIa (human) inhibition; purified FXIIa, Boc-QGR-AMC fluorogenic substrate, 2 h; inhibition, % at 5 µM; actives 0.3% (n = 220,000); AID 800; in the data active = inhibition above about 40%;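 note: 0% = enzyme with no compound and 100% = blank without enzyme; many of its hits are not listed in these tables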
# Wee1 stabilizer: human Wee1 degradation inhibition, primary screen | P30291 | HeLa Luc-Wee1K328M stability, luciferase luminescence; 100% = proteasome inhibitor MG132 effect | reporter increase, % at 5 µM | actives 1.2% (n = 220,000);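 active = activation above the mean of all tested compounds plus 3 SD, set per screening run, cut at about 8.8% in these data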;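 note: cells exposed to compound for 20 h before luminescence read; 0% = DMSO alone and 100% = MG132 at 30 µM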
# FXIa inh: blocks human coagulation factor XIa protease activity | actives 0.14% (n = 220,000) | inhibition, % at 5 µM | purified FXIa, Boc-Glu-Ala-Arg-AMC fluorogenic substrate;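 active = inhibition of at least 40%; inactive = inhibition below 40%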;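 note: fluorescence of freed AMC excited at 355 nm; 0% = enzyme without compound and 100% = no enzyme blank; many of its hits are not listed in these tables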
# PERK inh: inhibitors of human PERK kinase; AID 1416; actives 0.17% (n = 220,000); Q9NZJ5; inhibition, % at 5.6 µM; CHO PERK-DD fusion, SEAP luminescence translation reporter;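 active = inhibition above the mean inhibition of all tested compounds plus 3 SD, set separately per screening campaign, cut at about 2.9% in these data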;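 note: PERK kinase domain activated by AP20187 dimerizer at 100 nM; 0% = DMSO with dimerizer and 100% = rapamycin at 8.4 µM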
# * hit, by the source's call; / = no result given; [ ] = another dose, or the depositor's remark.
Molecule,Furin inh,Thrombin inh,p97 ATPase inh,Cl transport mod,KLK5 inh,FXIIa inh 1536,Wee1 stabilizer,FXIa inh,PERK inh
CCOc1cc2[nH]c(=O)n(Cc3ccc(C(=O)NCCCN4CCC(C)CC4)cc3)c(=O)c2cc1OCC,-21,-1,0,0.55,/,7,6,0,0.8
CC(C)(C)C(=O)NC(=S)Nc1cc(C(F)(F)F)ccc1N1CCOCC1,-8[20 µM],2,-6,-0.0026,-24,12,-1,-9,-1.5
O=C(CCn1ccnc1)Nc1ccc2ccccc2c1,-26,-1,-3,-0.38,4,14,2,1,0.4
CCC(C)N(CCNC(=O)CC1Oc2ccccc2NC1=O)C1CCCCC1 (stereo not drawn),-11,-7,1,-2.8,-2,5,-2,-8,-0.3
Cc1ccc(C(Sc2ccccc2)C(Cn2cncn2)C(=O)c2ccccc2)cc1 (stereo not drawn),-19[20 µM],-3,-4,-0.091,-6,8,0,-4,-1.3
Cc1ccc(COc2ccsc2-c2n[nH]c(=S)n2C)cc1,-10[20 µM],-4,-7,/,-4,9,-2,-4,-0.2
CCC(CC)C1C(C#N)=C(N)SC(N)=C1C#N,-14[20 µM],-4,-3,-3.2,-9,10,3,1,2.2
COc1ccc(C2/C(=C(\O)c3ccc(OC)c(Cl)c3)C(=O)C(=O)N2CCN(C)C)cc1 (stereo not drawn),-3,7,4,/,2,24,-2,5,-0.5
CCCc1cc(NCCCN2CCOCC2)n2c(nc3ccccc32)c1C#N,-77[20 µM],-14,0,-1.9,-44,-30,-1,-23,-1.2
CC1(c2ccccc2)NC(=O)N(CCOc2ccccc2)C1=O (stereo not drawn),-13,-3,3,-0.78,-4,3,-3,-18,0.3
Cc1cc(C)cc(NC(=O)COc2ccc(C(=S)N3CCOCC3)cc2)c1,-21,3,2,0.37,-2,10,-1,0,1.3
Cc1cccc(CN2CCC(CNC(=O)C3CCCN(S(=O)(=O)c4cnc[nH]4)C3)CC2)c1 (stereo not drawn),-19,-4,5,1.1,14,11,-1,2,1.0
COc1cccc(C(=O)Cn2c(Br)nc3c2c(=O)n(C)c(=O)n3C)c1,-16,-6,4,0.0085,1,8,-3,3,-0.6
Cc1ccc(-c2cn3cccnc3n2)cc1NC(=O)c1cccs1,-31,-13,-8,-0.04,-32,-30,0,-11,-0.2
COc1ccc(S(=O)(=O)N2CCCC(C(=O)Nc3cccc(C(C)=O)c3)C2)cc1 (stereo not drawn),-16[20 µM],3,-2,/,7,11,1,-14,-0.6
CCC1Nc2ccccc2-c2nnc(SC)nc2O1 (stereo not drawn),-10[20 µM],-6,2,-0.81,-5,13,0,3,0.2
COc1ccc(S(=O)(=O)Nc2cccc(NC(C)=O)c2)cc1,-12[20 µM],-6,-6,/,-1,12,-2,1,-0.1
Cc1cccc(C)c1NC(=S)Nc1c(C)n(C)n(-c2ccccc2)c1=O,-12,-3,5,1,-12,12,-2,9,1.1
CN(Cc1cccs1)C(=O)/C=C/c1ccccc1[N+](=O)[O-],-7,5,-2,/,7,7,-2,-6,-0.2
O=C(CSc1c2c(nc3cc(Cl)ccc13)CCCC2)NCCN1CCOCC1,-19,0,0,-0.56,-14,3,0,-3,0.2

# 2 compounds drawn at random from those above:
Molecule,Furin inh,Thrombin inh,p97 ATPase inh,Cl transport mod,KLK5 inh,FXIIa inh 1536,Wee1 stabilizer,FXIa inh,PERK inh
CC(C)(C)C(=O)NC(=S)Nc1cc(C(F)(F)F)ccc1N1CCOCC1,-8[20 µM],2,-6,-0.0026,-24,12,-1,-9,-1.5
COc1ccc(C2/C(=C(\O)c3ccc(OC)c(Cl)c3)C(=O)C(=O)N2CCN(C)C)cc1 (stereo not drawn),-3,7,4,/,2,24,-2,5,-0.5

# (next part)
Molecule,Furin inh,Thrombin inh,p97 ATPase inh,Cl transport mod,KLK5 inh,FXIIa inh 1536,Wee1 stabilizer,FXIa inh,PERK inh
CCOc1ccc2c(c1)C(C)=CC(C)(C)N2S(=O)(=O)c1ccc(C)cc1,6,-5,-10,-2.1,8,10,0,1,-0.4
O=C(CN1CCNC(=O)C1)NCCc1ccc(Cl)cc1Cl,-32,-1,2,-0.023,9,8,-4,1,0.3
CCN(C(=O)CN1CCCCC1)C1(C)C(=O)c2ccccc2C1=O,-14,-7,6,-0.12,-6,5,-2,-10,0.2
CC1CCN(c2ncnc3nc[nH]c23)CC1,-25,18,-2,/,-7,4,-1,-1,0.3
O=C(O)CN1C(=O)NC2(CCOc3ccccc32)C1=O (stereo not drawn),-7,-2,-8,-0.01,3,5,9.8*,0,-0.3
O=C(COC(=O)CNC(=O)c1ccco1)NCc1ccc(F)cc1,-7,-4,0,/,5,3,-2,0,-0.3
COc1ccc(CNC(=O)C2CCCN2S(=O)(=O)c2ccc(S(=O)(=O)N(C)C)cc2)cc1 (stereo not drawn),-1,2,-3,0.34,-21,18,1,0,-0.8
CCOCCCNS(=O)(=O)c1ccc(NC(=O)c2ccc(OC)c([N+](=O)[O-])c2)cc1,-13,12,-4,1.6,37,19,0,42*,0.9
CCCC12CN3CC(CCC)(CN(C1)C3c1ccco1)C2=O (stereo not drawn),-17,-7,8,0.13,3,5,-1,3,0.0
COCCCNC(=O)CCc1ccccc1,-8,-8,6,1.4,-1,4,-5,0,0.6
O=C(COc1ccc(F)cc1)N1CCC(c2ccccc2)C1 (stereo not drawn),-24[20 µM],-5,-2,-0.88,-7,1,0,-5,0.2
COc1ccc(C)cc1NS(=O)(=O)c1cccc2nonc12,-15,-3,4,6.5*,-12,7,-1,15,0.2
O=[N+]([O-])C(=C1SCCS1)C(=C(Cl)Cl)N1CCCCC1,-19,5,0,0.13,-2,6,-3,-4,0.4
O=C(CSc1nn(-c2ccccc2)c(=S)s1)NC1CCS(=O)(=O)C1 (stereo not drawn),-29,-2,-1,-0.65,-9,22,0,17,1.1
Cc1cccc(-n2cccc2)c1C#N,0[20 µM],6,-2,0.57,1,12,1,3,0.4
CC1=C(C)CC(C(=O)c2ccccc2)C(C(=O)O)C1 (stereo not drawn),-3,2,4,0.57,-2,12,4,5,1.0
CCOC(=O)c1c(NC(C)=O)sc2c(O)c(Br)ccc12,-19[20 µM],1,2,/,-21,7,0,-13,-0.6
CN(CCN1CCOCC1)Cc1nc(-c2cccs2)no1,-30,5,4,0.36,/,12,-1,4,1.7
Cc1ccc(C)c(NC(=O)CSc2nc(C)cc(C)c2C#N)c1,-20[20 µM],-3,-7,0.36,-17,7,-1,2,-1.4
O=S(=O)(c1ccccc1)N1CCN(c2ncnc3sc(-c4ccccc4)cc23)CC1,-45,1,4,0.51,4,-2,3,0,1.3

# (further entries)
Molecule,Furin inh,Thrombin inh,p97 ATPase inh,Cl transport mod,KLK5 inh,FXIIa inh 1536,Wee1 stabilizer,FXIa inh,PERK inh
c1ccc(CSCc2nc3ccccc3[nH]2)cc1,-3,-11,-4,-0.013,-26,1,0,-6,-0.5
Cc1ccccc1NC1=C(C(=O)c2ccccc2)N(C)S(=O)(=O)c2ccccc21,-1[20 µM],-1,-4,/,4,-3,-3,2,0.1
Cc1ccc(C(=O)c2oc3ccccc3c2N)cc1,-10[20 µM],3,-3,1.3,-4,17,-1,9,0.9
Cc1ccc(S(=O)(=O)n2cnc3cc([N+](=O)[O-])ccc32)cc1C,-25[20 µM],-4,-3,-0.31,-2,0,-2,-6,0.9
CCN(CC)Cc1ccccn1,-8,-2,8,-0.59,2,10,-2,6,1.1
CSc1nc(C)nc(N/C=C(\C#N)S(=O)(=O)c2ccccc2Cl)n1,-10,-1,6,-2.8,-10,8,7,-8,1.9
COCCC(=O)N1CCCC(CNS(=O)(=O)c2ccc(OC)cc2)C1 (stereo not drawn),-16,1,6,-0.76,8,8,-2,-5,0.8
CSc1cccc(NC(=O)CCCOc2ccccc2)c1,-6,-6,5,-0.33,-5,9,0,4,1.7
S=C(NCc1ccc2[nH]c3c(c2c1)CCCC3)Nc1ccccc1,-7,1,7,-0.29,-13,11,2,7,0.3
CCOC(=O)Cn1c(=O)cc(C)c2cccc(C)c21,-14,-1,-1,0.049,-5,2,4,-7,0.2
COc1ccc(C)cc1N(C(=O)COc1ccccc1)c1nc2ccccc2s1,-25,-7,1,-0.075,-19,3,0,1,0.7
O=C(NNS(=O)(=O)c1ccc(F)cc1)c1cnn(-c2ccccc2)c1C(F)(F)F,-9,-11,-11,-0.034,3,2,0,-6,-1.3
COc1ccc(C(=O)CSc2nnc(CNc3nc(-c4ccccc4)cs3)n2C)cc1,-14,9,0,/,-10,15,2,3,-1.1
COc1ccc(/C=C/C(=O)NCc2cn(C)nc2C)cc1COc1ccc(Cl)cc1Br,-10[20 µM],-9,-10,0.63,-11,10,-3,-6,-1.2
CCn1c(NC(C)=O)nc2ccccc21,-14[20 µM],-2,1,1.8,-7,9,0,3,0.9
CCc1nc(NC(C)(C)C)c2cnn(-c3ccccc3)c2n1,-15,-2,-1,1.1,-1,12,-1,3,1.6
CC(C)OC(=O)c1cccc(C(=O)Oc2ccc(Br)cc2)n1,-22[20 µM],-3,-4,-1.2,18,10,-3,-5,0.3
COc1ccc(-c2[nH]ncc2/C=C(\C#N)C(=O)NC2CC2)cc1,-7[20 µM],1,3,0.016,-16,21,-2,-1,-1.0
Cn1c(=O)[nH]c(=O)c2c1nc(N1CCCCC1)n2C/C=N/Nc1ccc(C(=O)O)cc1,4,22,-3,1.6,4,11,-2,-3,-0.4
C#CCNc1ccc([N+](=O)[O-])cc1,6,-8,4,0.18,-2,3,1,-3,0.1

# (listing goes on)
Molecule,Furin inh,Thrombin inh,p97 ATPase inh,Cl transport mod,KLK5 inh,FXIIa inh 1536,Wee1 stabilizer,FXIa inh,PERK inh
CN(C)CCCNc1cn[nH]c(=O)c1Cl,-30[20 µM],-1,4,0.0018,-9,-14,3,0,0.4
O=C(c1ccccc1)N1CCN(c2ccccc2F)CC1,0[20 µM],-9,3,/,2,-1,-3,-4,0.5
COCCNC(=O)CSc1ccc(C)cc1,-24,-1,4,-0.46,0,11,-1,15,0.8
Cc1cc(C(=O)Nc2ccc(N3CCCCC3)cc2)no1,-6,-7,2,-0.69,-11,4,9.1*,-2,-0.1
O=[N+]([O-])c1ccc(-c2ccc(/C=N/c3c(-c4ccco4)nc4ccccn34)o2)cc1,-18[20 µM],0,3,0.16,5,2,3,-1,1.8
CC(C(=O)N1CCOCC1)N1C(=O)C2C3C=CC(C4CC34)C2C1=O (stereo not drawn),-27,-10,1,-0.61,-3,/,1,-5,-0.3
CC1CCN(CCC(=O)Nc2ccccc2)CC1,-6,-2,2,-0.019,-3,2,-3,1,-0.1
C/C(=N\NC(=O)CSc1nnc(C)s1)c1ccc(O)cc1,-6,-2,3,-0.68,-21,11,0,6,0.9
COCCN(C(=O)c1ccco1)c1nnc(-c2ccc(OC)c(OC)c2)s1,-8[20 µM],1,4,0.19,-6,16,7,4,0.2
CC1CCCC(C)N1C(=O)CN1C(=O)C(C)(C)Oc2ccc(C(=O)NC3CCCCC3)cc21 (stereo not drawn),-14,14,6,0.15,6,21,1,12,-1.2
CC(C)OC(=O)C(C)Oc1ccc(C(=O)NCCc2ccccc2)cc1 (stereo not drawn),-8[20 µM],2,-3,-0.24,1,0,2,2,0.9
O=S1(=O)N=C2CCCCCN2C(c2ccc(F)cc2)N1 (stereo not drawn),2,29,-6,0.42,30,23,3,32,-1.3
CCOC(=O)c1c(-c2ccc(OC)cc2)csc1NC(=O)C1CCCO1 (stereo not drawn),-15,-5,0,-0.71,1,10,1,-1,0.5
COc1ccccc1-n1cnc2cc(NC(C)=O)ccc21,-11[20 µM],-7,8,/,1,-3,0,-9,1.0
COc1ccc(C2CC(=O)C(C3NCCc4ccccc43)=C(O)C2n2cncn2)cc1 (stereo not drawn),-25,-5,5,0.52,0,15,-1,11,1.9

# Random draw from the library, and some 4.4% of all compounds hit somewhere here.
